Source: PubChem
Dengue-2 NS5 capping – Dengue-2 NS5 methyltransferase inhibitors, primary screen, biochemical, confirmation dose response (AID 588689); 340,000 tested, 0.3% active; Dengue-2 NS5 methyltransferase capping enzyme assay, biochemical; higher % means a stronger effect; one-dose inhibition, % at 25 µM; IC50 in µM for titrated hits; in the data active = a potency from the dose series; inconclusive = inhibition above about 29% without an active follow-up result
LYP phosphatase – PTPN22 lymphoid phosphatase activity blockers – biochemical, fluorescence intensity, uHTS (AID 1779). recombinant LYP phosphatase, fluorescence intensity; higher % means a stronger effect. inhibition, % at 11.5 µM; hits with a dose series show IC50 in µM. 290,000 tested, 0.054% active;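 note: plate controls were vehicle with enzyme for no effect and no enzyme for full effect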
Myeloid diff 2 – compounds promoting myeloid differentiation. 360,000 tested, 1% active. calls only at 10 µM. ER-HoxA9 myeloid progenitors, lysozyme-GFP differentiation, flow cytometry. AID 624256;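 active = normalized GFP-positive differentiation at or above the plate's own cutoff, the solvent-only control mean plus 3 SD; inconclusive = no clear call, values can overlap the other calls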;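 note: cells exposed to compound for four days before flow analysis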
Hep lipid drop – hepatic lipid droplet formation modulation. inhibition, % at 6.5 µM. 240,000 tested, 0.4% active. AML12 mouse hepatocytes, oleate lipid droplets, BODIPY imaging;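 active = lipid droplet intensity inhibited by at least 50%, with more than 500 cells counted; inconclusive = wells with under 300 cells, treated as cytotoxic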
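Material – AML12 mouse liver cells · Also added – oleate loading, 100 µM · Compound dosing – 6.5 µM single-point dosing · Times – overnight treatment with compound plus oleate · Measured by – fluorescence imaging, 20x objective, two fields per well · Read-out – percent inhibition of filter-corrected integrated lipid droplet intensity per well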
Siah-1 displacement – blockers of Siah-1 interaction with plectin peptide – biochemical, fluorescence polarization, rhodamine-plectin, uHTS, primary screen (AID 1817); Siah-1 / rhodamine-plectin peptide fluorescence polarization; higher % means a stronger effect; displacement, % at 20 µM; hits with a dose series show IC50 in µM; 290,000 tested, 0.02% active;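 active = displacement of at least 50% at 20 µM, with a fluorescence ratio check between 0.3 and a set limit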;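 note: plate controls were Siah plus tracer with DMSO for no effect and tracer alone without Siah for full effect; strong numbers were not always called active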
HIV peptide binding – cell-free HIV fusion peptide-binding blockers – biochemical, uHTS, fluorescence dequenching, primary screen (AID 1986); inhibition, % at 20 µM; hits with a dose series show IC50 in µM; 290,000 tested, 0.3% active; cell-free peptide binding, fluorescence dequenching, 30 min; higher % means a stronger effect; in the data active = inhibition mostly above about 52%, no sharp cut-off; inactive = mostly below about 76%; note: some results filed as inactive read as strong as hits
XIAP displacement – XIAP antagonists, biochemical, IAP family, fluorescence polarization (AID 1018). displacement, % at 20 µM; hits with a dose series show IC50 in µM. XIAP BIR domain, fluorescence polarization peptide displacement; higher % means a stronger effect. 200,000 tested, 0.007% active; in the data active = displacement above about 50%; note: a part of the inactive calls stands beside numbers as strong as those of hits
AID2073 – disruptors of CaV2.2 binding to Mint1 – biochemical, HTRF (AID 2073); HTRF protein-protein interaction, Mint1-CaV2.2; higher % means a stronger effect; inhibition, % at 20 µM; hits with a dose series show IC50 in µM; 290,000 tested, 0.19% active; in the data active = inhibition mostly above about 51%, no sharp cut-off; inconclusive = no clear call, values can overlap the other calls; inactive = mostly below about 53%; note: some results filed as inactive read as strong as hits
NOD2 inhibition – NOD2 signaling inhibitors, cell-based, luminescence, uHTS, HEK293 (AID 1566); HEK293 NOD2/NF-kB luciferase reporter, luminescence; higher % means a stronger effect; 290,000 tested, 0.63% active; one-dose inhibition, % at 4 µM; EC50 in µM for titrated hits; note: many of its hits are not listed in these tables
Hep lipid drop cells 6.5 µM – second read-out of Hep lipid drop, no call of its own (marks repeat the call); cell count; measured here: cell count, cytotoxicity flag;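 cells counted across two imaged fields per well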
Myeloid diff 2 GFP+ MAC1+ % – second read-out of Myeloid diff 2, no call of its own (marks repeat the call); GFP+ MAC1+ double positive, %; measured here: differentiation confirmed by MAC1 staining
* marks the source's active call; other numbers are inactive results; i = inactive; ? = inconclusive; . = not tested or not shown. Cut-off read from the data, not from the text of the source, unless noted: active = inhibition above about 50%; inactive = the rest. Only part of the results is shown. The share of hits here may be higher or lower than overall.

SMILES	Dengue-2 NS5 capping	LYP phosphatase	Myeloid diff 2	Myeloid diff 2 GFP+ MAC1+ %	Hep lipid drop	Hep lipid drop cells 6.5 µM	Siah-1 displacement	HIV peptide binding	XIAP displacement	AID2073	NOD2 inhibition
COc1cc(NC(C)C(=O)N2CC(C)OC(C)C2)cc(OC)c1 (centres undefined)	7%	-4%	i	0.3	-6	759	7%	2.8%	-3.1%	-8%	18%
CC(=O)c1ccc(NC(=O)CSC(=S)N2CCCC2)cc1	.	-11%	i	0.0	-12	597	-1%	-1.6%	-8.9%	-8%	-46%
CCCn1nc(NS(=O)(=O)c2cccc3nonc23)c2cc3cc(C)ccc3nc21	9%	-7%	?	.	-8	662	5%	8.0%	.	6%	9%
Cn1cc(Br)c(C(=O)N2CCc3ccccc32)n1	3%	-9%	i	1.0	-4	569	3%	-0.9%	17%	-7%	-1%
CC12CC3CC(C)(C1)CC(C(=O)N1CCCC1)(C3)C2	-6%	-4%	i	0.3	2	873	-6%	-0.7%	.	8%	23%
COCc1[nH]nc2c1C(c1ccccc1Cl)C(C#N)=C(N)O2 (centres undefined)	-6%	1%	i	0.8	4	726	1%	-1.6%	-2.0%	2%	2%
CCOC(=O)c1c(NC(=O)COc2ncnc3ccccc23)sc(C)c1C	-6%	3%	i	0.8	-1	660	4%	3.1%	-5.7%	-3%	19%
Cc1c(NC(=O)c2ccco2)cccc1-c1nc2cccnc2s1	-1%	1%	i	2.1	-22	642	2%	3.7%	-5.6%	14%	1%
O=C(c1ccccc1)c1cnc2ccc(Cl)cc2c1N1CCOCC1	-4%	-7%	i	1.2	-19	647	2%	6.2%	-6.1%	5%	4%
CCS(=O)(=O)c1c(S(=O)(=O)CC)c2ccccn2c1C(N)=O	-9%	-3%	i	0.6	10	681	-1%	-0.9%	-5.1%	-2%	1%
COc1ccc(O)c(CN2CCN(CCCc3ccccc3)C(CCO)C2)c1 (centres undefined)	0%	-5%	i	0.9	-2	773	-5%	-1.3%	.	2%	-37%
CC(C)CCNC(=O)Cn1c2c(c(-c3ccccc3Cl)cc1=O)CCC2	3%	-2%	i	4.2	.	.	-4%	3.1%	-4.4%	1%	-4%
CCCCCCOc1ccc(N2C(=O)CC(N3CCN(CCN=CC4=C(O)CC(C)(C)CC4=O)CC3)C2=O)cc1 (centres undefined)	-3%	5%	i	0.4	1	729	2%	-0.7%	-14%	2%	-8%
C=C1CCN([C@H](C(=O)NCc2cc(OC)c(OC)c(OC)c2)C(C)C)S(=O)(=O)c2ccccc21	-1%	-4%	i	1.5	-1	698	3%	0.5%	.	1%	13%
CC1(C)CC(=O)C(C=NCCc2ccc(O)cc2)=C(O)C1	-1%	-8%	i	1.9	.	.	2%	26%	-0.8%	1%	2%
CCOC(=O)NC(NC(=S)Nc1ccc(OCC)cc1)C(Cl)(Cl)Cl (centres undefined)	-8%	1%	i	0.7	22	625	-1%	-1.7%	-4.9%	-13%	2%
COc1ccccc1OCC(=O)Nc1ccc(N2CCCCC2)cc1	-15%	-5%	i	0.5	-8	675	0%	-0.7%	-3.2%	-10%	-8%
CC(C)C[C@H](NC(=O)c1nc[nH]c1C(=O)NCC(=O)OC(C)(C)C)C(=O)OC(C)(C)C	-2%	12%	i	0.1	-26	697	0%	-0.7%	.	7%	6%
COc1cc(NC(=O)Cn2cnc3c(nc4n3CCCCC4)c2=O)cc(OC)c1OC	3%	-13%	i	1.9	5	787	2%	-0.2%	.	1%	19%
COc1ccc(Nc2nc(-c3cccs3)cs2)cc1	.	8%	.	.	.	.	2%	4.6%	-1.1%	-9%	-251%
CCOC(=O)CCCCC(=O)c1[nH]c(=O)[nH]c1C[n+]1ccccc1	.	-9%	.	.	13	733	3%	0.8%	-3.0%	-1%	-5%
Cc1nn(CC(O)COc2ccc3c(c2)CCC3)c(C)c1Br (centres undefined)	-2%	-2%	i	0.5	.	.	4%	0.6%	0.0%	-10%	-5%
CC(=O)Nc1nc(CCC(C)C)cc2c1c(=O)oc1ccccc12	0%	-9%	i	0.7	0	718	-1%	-0.1%	-3.7%	-3%	-8%
CCOC(=O)N1c2ccccc2Sc2ccccc21	-6%	-4%	i	0.2	8	674	1%	1.0%	-5.3%	2%	2%
COC(=O)C(CCSC)NC(=O)C12CC3CC(CC(C3)C1)C2 (centres undefined)	-1%	-4%	i	6.1	14	780	2%	2.7%	-1.4%	-5%	4%
S=C(NCCc1ccccc1)Nc1ccc(Br)cn1	-5%	5%	i	0.6	2	676	3%	1.3%	-3.0%	-13%	0%
COCCCn1c(=O)c2ccccc2n2c(=S)[nH]nc12	-10%	-2%	i	0.5	5	822	11%	0.6%	.	-59%	5%
CC(=O)N1CCC(N(CCCOC(C)C)C(=O)Nc2ccc(C)c(C)c2)CC1	-2%	-5%	i	5.6	.	.	0%	-2.0%	-3.9%	-7%	4%
CCN=C1Cn2c(nc3scc(-c4ccccc4)c3c2=O)CN1CC	-21%	3%	i	0.4	11	593	1%	1.6%	.	9%	-2%
CCCC1=NCCn2cccc21	0%	-7%	i	0.6	.	.	4%	5.8%	-5.1%	8%	17%

At a glance, part of the list above.
SMILES	Dengue-2 NS5 capping	LYP phosphatase	Myeloid diff 2	Myeloid diff 2 GFP+ MAC1+ %	Hep lipid drop	Hep lipid drop cells 6.5 µM	Siah-1 displacement	HIV peptide binding	XIAP displacement	AID2073	NOD2 inhibition
COCCCn1c(=O)c2ccccc2n2c(=S)[nH]nc12	-10%	-2%	i	0.5	5	822	11%	0.6%	.	-59%	5%
CC(=O)N1CCC(N(CCCOC(C)C)C(=O)Nc2ccc(C)c(C)c2)CC1	-2%	-5%	i	5.6	.	.	0%	-2.0%	-3.9%	-7%	4%
CCN=C1Cn2c(nc3scc(-c4ccccc4)c3c2=O)CN1CC	-21%	3%	i	0.4	11	593	1%	1.6%	.	9%	-2%
CCCC1=NCCn2cccc21	0%	-7%	i	0.6	.	.	4%	5.8%	-5.1%	8%	17%

Additional results:
SMILES	Dengue-2 NS5 capping	LYP phosphatase	Myeloid diff 2	Myeloid diff 2 GFP+ MAC1+ %	Hep lipid drop	Hep lipid drop cells 6.5 µM	Siah-1 displacement	HIV peptide binding	XIAP displacement	AID2073	NOD2 inhibition
CC(c1ccccc1C(O)(c1ccccc1)c1ccccc1)N(C)C (centres undefined)	-5%	-9%	i	0.4	-26	520	-2%	-0.8%	2.4%	8%	4%
COc1ccc(C(CNC(=O)c2ccc(C)c(S(=O)(=O)N3CCCCC3)c2)N(C)C)cc1OC (centres undefined)	5%	1%	i	0.8	1	664	-3%	-1.8%	-8.0%	-4%	1%
CCn1cc(C(=O)NCCC(C)C)c(=O)c2cc(S(=O)(=O)N3CCCCC3)ccc21	-11%	-3%	i	3.4	12	746	-1%	-1.4%	.	1%	13%
O=C(CSc1ccc(-c2ccco2)nn1)c1cccc([N+](=O)[O-])c1	2%	18%	i	0.4	3	660	62%	48%	-3.3%	61%	-43%
NC(=O)C1(N2CCCCC2)CCN(C(=S)Nc2ccc(F)c(Cl)c2)CC1	-15%	-6%	i	0.6	-19	648	-2%	-0.4%	-4.1%	-28%	15%
COC(=O)C1C(=O)NCC1c1ccc(OC)cc1 (centres undefined)	3%	-11%	i	0.9	0	751	-2%	-2.3%	-1.4%	-1%	-11%
Cc1cc(C)n2nc(SCC(=O)N(CC(C)C)c3c(N)n(CC(C)C)c(=O)[nH]c3=O)nc2n1	0%	-4%	i	1.7	13	689	4%	1.0%	-5.0%	28%	15%
O=C(NCc1ccccc1)/C(=C/c1cccc([N+](=O)[O-])c1)NC(=O)c1ccco1	8%	-8%	i	0.4	2	816	0%	-0.6%	.	-1%	-2%
CC12CCC(c3nnc(SCc4ccc(Cl)cc4)nc31)C2(C)C (centres undefined)	-2%	-1%	i	0.5	2	762	5%	-1.9%	-1.3%	12%	9%
Cc1c(C(=O)N2CCN(c3ccccn3)CC2)oc2c1C(=O)CC(C)(C)C2	-2%	-11%	i	4.0	3	761	-2%	-0.4%	.	5%	12%
C/C(=N\Nc1ccc(S(=O)(=O)Nc2ccccc2)cc1[N+](=O)[O-])c1ccncc1	.	8%	.	.	-49	639	-3%	-2.2%	-1.9%	28%	3%
O=C(N/N=C\c1ccc[nH]1)c1cncc(Br)c1	-4%	-4%	i	2.4	16	665	2%	-0.4%	.	-3%	16%
O=C(COc1ccccc1C(=O)O)Nc1nc2ccc([N+](=O)[O-])cc2s1	-5%	-2%	i	0.0	-5	679	4%	0.4%	.	9%	-29%
Cc1cccn2c(=O)c3cc(C(=O)NCC4CCCO4)c(=N)n(CCc4ccccc4)c3nc12 (centres undefined)	?	-70%	i	2.7	-11	782	-7%	-1.6%	.	24%	23%
Cc1ccc(CN2CCN(Cc3cn(C)nc3C)CC2CCO)o1 (centres undefined)	0%	1%	i	0.1	6	675	-2%	1.1%	0.2%	5%	-6%
CCCNc1ncnc2onc(C)c12	6%	-9%	i	0.4	21	634	2%	0.8%	5.7%	-2%	-7%
Cc1ccc(N2C(=O)C3CCC(c4ccccc4)CC3C2=O)cc1 (centres undefined)	-4%	-2%	i	0.5	1	707	3%	1.1%	-7.0%	11%	15%
COc1ccc(C(=O)Nc2nc3ccc(S(C)(=O)=O)cc3s2)cc1OC	-4%	-7%	i	0.5	13	665	5%	-0.4%	-5.6%	12%	17%
O=C(/C=C/Nc1ccccc1)c1cnc(-c2ccccc2)s1	3%	2%	i	1.0	.	.	5%	-1.6%	0.5%	20%	-13%
Cc1ccc(OCC(=O)N(Cc2ccco2)C2CCS(=O)(=O)C2)cc1 (centres undefined)	-2%	-10%	i	0.9	31	727	0%	-0.9%	.	-1%	2%
COc1ccc2c(c1)c(CC(=O)Nc1nnc(C3CC3)s1)c(C)n2C(=O)c1ccc(Cl)cc1	-12%	-6%	i	0.2	3	645	-3%	2.7%	.	20%	42%
CC1(C)CC(=O)C2=C(C1)NC(Nc1nc3ccccc3o1)=NC2c1ccccn1 (centres undefined)	-4%	5%	i	0.2	1	719	2%	-0.1%	-3.1%	-16%	-16%
O=C1CSC(c2cccnc2)N1Cc1cccnc1 (centres undefined)	-6%	-6%	i	0.4	4	708	3%	-1.6%	.	-14%	5%
COc1ccc(CCNC(=O)C(=O)NCC2OCCN2S(=O)(=O)c2ccccc2)cc1OC (centres undefined)	4%	-6%	i	1.9	0	727	6%	1.5%	.	17%	6%
CCOC(=O)C1CCN(c2nc(C)nc3c2oc2ccccc23)CC1	0%	-3%	i	0.8	0	697	17%	0.5%	1.0%	2%	11%
O=C1CC(c2cc(Br)ccc2F)c2cc3c(cc2N1)CCC3 (centres undefined)	2%	0%	.	.	.	.	3%	-4.3%	-3.7%	1%	-2%
